Screening data from PubChem.
a7 integrin act: qHTS for Activators of Integrin-Mediated Alleviation for Muscular Dystrophy | Potency, µM (highest dose often 38.3 µM), for inactives: at the top dose activation, actives largely listed as activators | hit rate 0.064% among 350,000 | alpha7betagal myoblasts, beta-gal FDG fluorescence, 48 h | AID 624291, 2012;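 further: potency means the concentration at half of the fitted maximal effect; 100% = response of the positive control SU9516; nearly all actives have a fitted effect of over 60% in size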
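Alpha7betagal+/- myoblasts (passage 13) were plated 16-24 hr, then exposed to compounds (1:260 dilution of DMSO stock) for 48 hours at 37C. After MPER lysis, β-galactosidase reporter activity was read as FDG fluorescence (ex 480/em 540) after 30 minutes.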
GALK inhibitor: qHTS Assay for Inhibitors of Human Galactokinase (GALK); P51570; Purified GALK, Kinase-Glo residual ATP luminescence; Potency, µM (titrated, usually from 57.5 µM), inactives show at the top dose activity change, negative = inhibition, usual class: inhibitors; hit rate 0.007% among 270,000; further: potency means the concentration at half of the fitted maximal effect; on the % scale 0 is the no-effect control and ±100 the full control effect
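Human GALK (5 nM) with 35 uM ATP and 100 uM galactose in 20 mM HEPES pH 8.0, 5 mM MgCl2, 60 mM NaCl, 1 mM DTT, 0.01% BSA. After 1 h at room temperature, leftover ATP was read by Kinase-Glo Plus luminescence.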
hERG WT inh: qHTS for Inhibitors of KCHN2 3.1: Wildtype qHTS | Voltage-gated inwardly rectifying potassium channel KCNH2 (Homo sapiens), Q12809 | U2OS, BacMam KCNH2, thallium flux FluxOr; stronger effect = lower value | activity change, % at 1.84 µM | hit rate 0.37% among 340,000;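 active means maximum activity change below -70%; inconclusive means maximum activity change between -70% and -50%; inactive means maximum activity change above -50%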; further: on the % scale 0 is the no-effect control and ±100 the full control effect
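U2OS cells were transduced with wild-type KCNH2 virus (2.03 x 10^8 / mL) for 4 h at room temperature, then cultured overnight at 37 C. Thallium flux was read with FluxOr dye. Rate constants were normalized to DMSO controls.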
MBNL1 CUG block: qHTS Assay for Inhibitors of MBNL1-poly(CUG) RNA binding | Muscleblind-like protein 1 (Homo sapiens), Q9NR56 | TR-FRET MBNL1-His/biotin-(CUG)12 binding, 665/545 ratio | Potency, µM (titrated, usually from 57.5 µM), for inactives: at the top dose activity change, negative = inhibition, hits mostly inhibitors | hit rate 0.036% among 280,000 | AID 2675, 2010; active means well fitted inhibition curve with a large enough effect in the signal ratio, with a control signal flat, not every such curve was filed as active; inconclusive means small, poorly fitted or top-dose-only effect, or effect the other way, or a change in a side signal; inactive means no such curve, though single readings can be large or run the other way; the % refers to the signal ratio; further: potency means the concentration at half of the fitted maximal effect; on the % scale 0 is the no-effect control and ±100 the full control effect
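Compound titration spanned 92 nM–58 uM against the MBNL1-His/biotin-(CUG)12 complex. After 60 min at room temperature with 5 nM streptavidin-XL665 and 0.055 ng/ul terbium anti-His, ratiometric 665/545 nm emission (Ex 340 nm) normalized to controls.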
TRPV1 agonist: HTS Assay for Compounds that Act as Agonists of the Vanilloid Receptor 1; Transient receptor potential cation channel subfamily V member 1 (Homo sapiens), Q8NER1; TRPV1-expressing cells, Fluo-8 calcium influx, agonist mode; activation, % at 8.33 µM; hit rate 0.19% among 320,000; in the data active means activation above about 80%; inconclusive means between about 30% and that limit; further: 0% is about no effect
Target sequence (Q8NER1 whole entry, looked up): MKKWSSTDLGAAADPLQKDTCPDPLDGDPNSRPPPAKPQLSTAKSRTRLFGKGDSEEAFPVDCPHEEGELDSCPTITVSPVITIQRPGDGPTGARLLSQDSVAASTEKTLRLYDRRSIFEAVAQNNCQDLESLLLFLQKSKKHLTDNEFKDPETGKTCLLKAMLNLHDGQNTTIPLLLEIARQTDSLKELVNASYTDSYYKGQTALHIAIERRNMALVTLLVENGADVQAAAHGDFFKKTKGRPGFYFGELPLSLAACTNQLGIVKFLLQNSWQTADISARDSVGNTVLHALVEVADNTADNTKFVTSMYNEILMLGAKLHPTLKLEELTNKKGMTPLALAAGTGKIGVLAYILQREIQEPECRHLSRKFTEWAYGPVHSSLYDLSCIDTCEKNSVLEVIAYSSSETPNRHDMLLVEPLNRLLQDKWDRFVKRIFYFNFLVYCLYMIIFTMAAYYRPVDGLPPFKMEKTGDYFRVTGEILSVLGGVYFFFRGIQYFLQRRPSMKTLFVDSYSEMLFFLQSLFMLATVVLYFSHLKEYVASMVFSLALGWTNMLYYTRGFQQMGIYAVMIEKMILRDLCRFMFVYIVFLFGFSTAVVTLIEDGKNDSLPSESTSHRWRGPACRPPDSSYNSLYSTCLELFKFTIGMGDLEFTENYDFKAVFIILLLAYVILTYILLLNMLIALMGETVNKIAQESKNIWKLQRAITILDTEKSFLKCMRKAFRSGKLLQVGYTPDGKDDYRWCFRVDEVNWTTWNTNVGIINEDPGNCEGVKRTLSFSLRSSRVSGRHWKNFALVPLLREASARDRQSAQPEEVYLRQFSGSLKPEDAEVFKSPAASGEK
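Cells expressing TRPV1 were dye-loaded with Fluo-8 and read kinetically: 10 s baseline, 3 min after compound (agonist portion), then 2 min after EC20 capsaicin (allosteric enhancer portion). Calcium-bound dye fluorescence at 480/520 nm.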
FBPA coupling cs: qHTS Assay for Inhibitors of Fructose-1,6-bisphosphate Aldolase from Giardia Lamblia: Coupling assay counterscreen | activity change, negative = inhibition, % at 58.2 µM, hits read low | coupling enzyme system counterscreen, AmpLite Red fluorescence | hit rate 0.67% among 290,000 | AID 2472, 2010; in the data active means activity change below about -30%; further: on the % scale 0 is the no-effect control and ±100 the full control effect
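Fluorescence at 525 nm excitation and 598 nm emission measured inhibition of the coupled detection system without aldolase. Compounds (at 57.5 uM final) were preincubated 10 min at room temperature with coupling enzyme reagent before a 20 min substrate/AmpLite Red step.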
MLL CXXC-DNA inh: qHTS Fluorescence Polarization Assay for Inhibitors of MLL CXXC domain - DNA interaction; Potency, µM (top dose mostly 115 µM), for inactives: at the highest dose activity change, negative = inhibition, hits mostly inhibitors; AID 2662, 2010; Histone-lysine N-methyltransferase 2A (Homo sapiens), Q03164; hit rate 0.037% among 290,000; MLL-CXXC / FITC-HOXA9 DNA fluorescence polarization; active means well fitted inhibition curve with a large enough effect in the polarisation, with a control signal flat, not every such curve was filed as active; inconclusive means small, poorly fitted or top-dose-only effect, or effect the other way, or a change in a side signal; inactive means no such curve, though single readings can be large or run the other way; the % refers to the polarisation; further: potency means the concentration at half of the fitted maximal effect
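Fluorescence polarization: 7 uM MLL-CXXC (stock) preincubated 5 min with compounds, then 50 nM fluorescein-HOX-A9 DNA (stock) added; 30 min ambient. Buffer 50 mM Tris-HCl pH 7.5, 50 mM NaCl, 1 mM DTT, 0.05% BSA.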
KCNH2 3.1 inh: qHTS for Inhibitors of KCHN2 3.1: Mutant qHTS. Potassium voltage-gated channel subfamily H member 2, brain isoform KCNH2 3.1 (human). U2OS KCNH2 3.1, thallium flux FluxOr; stronger effect = lower value. activity change, % (tested at about 1.8 µM). hit rate 0.95% among 340,000;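 active means maximum activity change below -70%; inconclusive means maximum activity change from -70% to -50%; inactive means maximum activity change above -50%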;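 further: thallium influx rate constant from kinetic fluorescence after stimulation buffer; on the % scale 0 is the no-effect control and ±100 the full control effect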
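Channel expression came from 3.1 mutant virus (1.77 x 10^8 /mL) applied to suspended U2OS cells for 4 h. Flux was tracked with FluxOr dye plus Red40 quencher, and kinetic rate constants normalized to controls.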
A-T KAP1 phos: qHTS Assay for Identifying a Potential Treatment of Ataxia-Telangiectasia; […] A-T fibroblasts, KAP-1 phosphorylation AlphaLISA; neocarzinostatin DNA damage 30 min before lysis; Potency, µM (top dose mostly 57.5 µM), for inactives: at the highest dose activation, most hits filed as activators; hit rate 0.19% among 320,000; further: potency means the concentration at half of the fitted maximal effect; % of control where 0% means no effect; nearly all actives have a fitted effect of over 45% in size
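hTERT-immortalized A-T patient fibroblasts ([…]), 500 cells/well in OPTI-MEM, 1% FBS, got compounds for 60 min, then NCS for 30 min at 37C. Lysates were then assayed for phospho-KAP-1 by AlphaLISA (anti-pKAP1 donor, anti-KAP1 acceptor beads), 6 hr at 25C.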
ASM inhibitor: Inhibitors of Secretory Acid Sphingomyelinase (S-ASM): qHTS; Sphingomyelin phosphodiesterase (Homo sapiens), P17405; placental ASM, HMU-PC fluorogenic substrate, 60 min; hit rate 0.006% among 340,000; Potency, µM (highest dose often 57.5 µM), without a hit: at the top dose activity change, negative = inhibition, most hits filed as inhibitors; further: potency means the concentration at half of the fitted maximal effect
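Human placenta-derived ASM enzyme was preincubated with compound for 10 minutes at room temperature, then given fluorogenic substrate HMU-PC0 (9 uM final) for 60 minutes at 37 °C; a pH 10 stop preceded fluorescence reading at Ex 386/Em 447 nm.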
* = called active by the depositor; ? = inconclusive; . = no result given; [ ] = dose if it differs, or a comment. Unless noted, the call rests on the fitted dose curve; in most records, active means well fitted curve in the direction sought with a large enough effect; inconclusive means small, poorly fitted or top-dose-only effect, or another doubt; inactive means no such curve, though single readings can be large; an effect the other way counts as inactive or inconclusive.

Structure	a7 integrin act	GALK inhibitor	hERG WT inh	MBNL1 CUG block	TRPV1 agonist	FBPA coupling cs	MLL CXXC-DNA inh	KCNH2 3.1 inh	A-T KAP1 phos	ASM inhibitor
COc1ccc(N2C(=O)S[C@@H]3CS(=O)(=O)C[C@@H]32)cc1	7.2%	.	10.9	18.1%	-0.1	-0.5	-1.2%	10.5	5.0%	1.0%
NC(=O)c1cc(C(=O)Cc2ccccc2)c[nH]1	-13.5%	-0.8%	2.9	0.8%	-5.0	1.6	-8.3%	-0.8	-3.3%	2.6%
N#CCSc1nc2sc3c(c2c(=O)n1C1CCCCC1)CCCC3	-13.7%	0.8%	-33.3	-10.4%	30.0	-9.7	6.7%	4.6	-4.5%	-2.2%
COc1cc(/C=N/NC(=O)c2ccc3c(c2)OCCO3)cc(Cl)c1O	5.3%	2.5%	4.7	?	-4.9	.	2.1%	13.3	-1.6%	-1.1%
Cc1cc(C)n(-c2ccc(C(=O)Nc3ccc(C)c(S(=O)(=O)N4CCOCC4)c3)cc2)n1	-7.6%	-1.0%	-0.9	9.8%	-1.0	-4.6	18.5%	-24.3	30.8%	-4.9%
O=C(O)C1C2CCC(C2)C1C(=O)NCCC1=CCCCC1 (stereo not given)	?	.	20.0	-2.0%[11.5 µM]	-0.6	-0.2	-1.9%	-1.3	-2.0%	7.3%
c1ccc(N2CCN(c3c4c(nc5ncnn35)CCC4)CC2)cc1	-14.2%	1.1%	-8.1	-3.5%	0.4	3.4	-6.7%	12.8	-0.1%	1.1%
O=C(N/N=C/c1ccsc1)c1cc2ccccc2o1	27.5%	-0.5%	-0.9	199.6%[activator]	?	-2.8	0.3%	-6.6	-2.7%	3.0%
CNC(=O)C1Cc2ccccc2CN1S(=O)(=O)c1cccs1 (stereo not given)	-4.7%	0.4%	-2.3	.	1.8	1.4	-8.3%	7.3	-0.7%	0.9%
Cc1ccc(/C=N/NC(=S)NC(C)C)o1	-21.0%	-1.4%	-37.3	11.9%	-0.4	0.1	2.8%	2.7	0.0%	-1.1%
O=C(Nc1ccc(Br)cc1)c1ccccc1Br	-16.7%	5.5%	-3.0	-17.2%	?	0.6	2.4%	-5.2	9.5%	-0.7%
CCOC(=O)CSc1nnc(Cn2c(=O)sc3ccccc32)n1-c1ccccc1C	11.4%	-3.6%	1.0	-20.0%	7.9	10.4	-0.6%	0.1	0.3%	-2.4%
CCC1(NC(C)=O)CC2CC1CC2NC(C)=O (stereo not given)	-21.3%	2.7%	0.4	-0.2%	-1.5	2.4	26.1%	8.3	-3.1%	4.9%
Cc1nn(Cc2ccc(Cl)cc2Cl)c(Cl)c1/C=C/C(=O)OCC(=O)NCC(F)(F)F	-1.2%	-2.0%	2.1	-0.2%	-4.0	7.3	-11.1%	-8.6	11.0%	-7.1%
COc1cccc(N2CCN(C(=O)c3cc(-c4ccccc4)nc4c3cnn4C(C)C)CC2)c1	-8.7%	.	-9.3	.	.	.	.	-5.1	2.4%	-4.1%
CCc1noc(C)c1C(=O)OCC(=O)NCc1ccccc1OC	13.3%	.	?	.	10.3	.	.	0.4	-2.3%	-2.0%
O=C(NC(c1ccccc1)c1ccccc1)C1CCCO1 (stereo not given)	51.9%	-2.1%	-10.8	-11.7%	4.3	0.3	0.6%	6.2	5.7%	-1.4%
O=C(N/N=C/c1ccco1)C1(O)c2ccccc2-c2ccccc21	18.7%	-0.6%	-1.3	10.5%	-2.0	0.4	-13.5%	-42.7	-3.4%	0.7%
COC1=C/C(=C/c2c(N)n3nc(-c4ccc(C)cc4)sc3nc2=O)C=CC1=O	8.2%	-7.3%	-1.4	1.8%	3.2	7.9	?	18.7	0.7%	-0.8%
COc1ccc(-n2c(COc3cccc4ccccc34)nnc2SC(C)C(=O)O)cc1 (stereo not given)	-1.3%	1.4%	1.7	-5.5%	4.9	1.1	5.3%	8.2	0.9%	14.8%
CCOC(=O)c1ccccc1NS(=O)(=O)c1ccc(S(=O)(=O)N2CCCC2)cc1	-20.8%	-6.1%	4.6	0.2%	0.3	-0.2	3.4%	3.6	2.3%	-4.5%
CCN(C(=O)COC(=O)c1ccccc1NC(=O)c1ccco1)C1CCS(=O)(=O)C1 (stereo not given)	-1.6%	-1.1%	.	-5.0%	9.4	-0.2	?	19.4	-0.2%	0.9%
CCc1cc(Br)ccc1NC(=O)C1CCCO1 (stereo not given)	-12.3%	-3.7%	-15.5	-5.7%	1.0	1.1	2.7%	3.4	2.3%	1.8%
CC(C)Oc1ccc(CNC(=S)N/N=C/c2cccnc2)cc1	11.5%	-1.0%	-1.0	10.6%	?	0.6	0.0%	-6.8	0.3%	-12.4%
Cc1ccc(CC(=O)Nc2cccc(S(=O)(=O)N3CCOCC3)c2)cc1	-11.6%	-3.8%	-9.9	-7.5%	26.5	.	-9.1%	-11.5	5.1%	1.0%
CN(C1CCCCC1)S(=O)(=O)c1ccccc1	-11.8%	-0.3%	3.4	0.0%	1.1	2.5	8.5%	-2.6	7.8%	0.2%
C/C(=C\CCC1(C)C2CC3C(C2)C31C)C(=O)O (stereo not given)	-1.2%	-3.3%	2.2	-3.9%	8.3	20.2	-3.9%	16.3	24.3%	-1.3%
COc1ccc(N(CC(=O)NCCSc2ccccn2)S(=O)(=O)c2ccccc2)cc1OC	9.4%	0.2%	8.9	2.6%	-1.1	-1.3	1.4%	4.1	-7.9%	0.3%
CCc1cccc2c(C(=O)COC(=O)c3c(C)noc3C)c[nH]c12	-3.8%	-1.3%	-10.4	22.8%	-3.7	-2.6	3.9%	8.7	27.6%	1.4%
Cc1ccc([N+](=O)[O-])cc1NC(=O)CCc1ccccc1	4.6%	6.7%	1.2	17.3%	1.7	2.3	3.3%	2.5	-2.2%	-0.9%
COc1cc(NC(=O)Cc2ccc(OC)c(S(=O)(=O)N3CCOCC3)c2)c(OC)cc1Cl	-27.9%	3.7%	1.0	-4.5%	1.8	.	-4.5%	2.0	6.5%	0.0%
Brc1ccc2c(c1)C(c1cccs1)=NNC(c1cccnc1)=N2	21.0%	-2.4%	-16.9	0.8%	29.0	0.0	0.6%	-15.5	-3.1%	-15.8%
COc1ccc(S(=O)(=O)N2CCN(Cc3ccco3)CC2)cc1	8.2%	-1.8%	0.3	-2.5%	-2.3	0.9	17.6%	-1.3	8.8%	-0.8%
CC(C)N(Cc1ccccc1)C(=O)COC(=O)c1ccc2ncsc2c1	14.2%	.	-24.9	.	14.4	.	.	-0.7	4.4%	6.2%
Cc1ccc(S(=O)(=O)N2CCN(C(=O)COC(=O)c3cc(C)oc3C)CC2)cc1	7.0%	0.4%	2.3	5.1%	1.9	1.3	1.9%	17.9	9.2%	-1.0%
OC(Cn1cccn1)c1ccccc1 (stereo not given)	-4.1%	-0.7%	-10.7	-2.9%	4.2	-0.6	-12.0%	-15.8	1.5%	-1.7%
O=C(O)c1cc(/C=C/c2ccc(N3CCOCC3)c([N+](=O)[O-])c2)nc2ccccc12	-8.8%	-2.0%	-1.2	26.6%	-2.0	-0.8	15.1%	2.0	-4.2%	0.3%
CCN(CC)S(=O)(=O)c1ccc(-c2nnc(SCc3nnc(-c4ccc(C)cc4)o3)o2)cc1	-18.8%	2.6%	-10.4	4.5%	1.7	0.5	4.5%	10.1	7.2%	-1.5%
COCCCNC(=O)Cn1cc(C(=O)c2cccs2)c2ccccc21	-12.6%	-1.8%	-1.5	?	1.7	-0.1	-3.3%	-0.7	-2.4%	-3.9%
Cc1cc(C)c(S(=O)(=O)Nc2ccc(OCC(=O)O)cc2)c(C)c1	-19.2%	1.9%	6.2	-11.6%	-3.0	-9.6	-8.2%	-10.1	-2.2%	1.7%
